Screening results deposited in PubChem by several laboratories.
N-glyco inh: N-linked glycosylation inhibition. D54 ERlucT glycosylation luciferase reporter, 24 h; percent of 100 nM tunicamycin response. reporter increase, % at 12.5 µM. actives 0.23% (n = 360,000);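 active = mean luciferase reporter signal, scaled so untreated is 0 and the glycosylation-blocking control 100, at or above a set limit in every replicate; inconclusive = mean reaches the limit but not every replicate does; inactive = mean below the limit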;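 note: luciferase carries N-glycosylation sites so blocking glycosylation raises the light; 0% = median of neutral control wells and 100% = median of 100 nM tunicamycin wells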
HTR2A ag: mouse HTR2A agonism via beta-arrestin recruitment | P35363 | CHO-K1 mHTR2A beta-arrestin complementation, luminescence; percent of 30 µM serotonin response | activation, % at 7.6 µM | actives 0.66% (n = 360,000);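 active = activation above a run cutoff, the mean activation of all tested compounds plus 3 SD, cut at about 14% in these data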;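 note: 0% = plate median of compound wells and 100% = 30 µM serotonin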
Target sequence (P35363 whole entry, looked up): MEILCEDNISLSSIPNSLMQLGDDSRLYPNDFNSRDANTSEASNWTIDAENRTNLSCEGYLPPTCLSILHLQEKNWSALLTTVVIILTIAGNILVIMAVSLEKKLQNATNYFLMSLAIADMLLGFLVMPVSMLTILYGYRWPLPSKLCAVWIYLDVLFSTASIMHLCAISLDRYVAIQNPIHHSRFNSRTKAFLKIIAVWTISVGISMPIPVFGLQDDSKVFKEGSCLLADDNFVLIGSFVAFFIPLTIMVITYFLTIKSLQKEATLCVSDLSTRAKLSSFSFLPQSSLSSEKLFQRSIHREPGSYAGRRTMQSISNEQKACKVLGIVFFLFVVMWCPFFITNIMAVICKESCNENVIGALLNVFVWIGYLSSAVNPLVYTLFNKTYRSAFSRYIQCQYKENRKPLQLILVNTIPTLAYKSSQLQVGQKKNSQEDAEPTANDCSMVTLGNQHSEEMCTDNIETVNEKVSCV
CaV13 FRET inh: Disruptors of the CACNA1D IQ motif to Ca2+-dependent inactivation inhibitor domain association, primary screening, Förster resonance energy transfer in intact living …; HEK cells, CFP/YFP FRET ICDI-IQ, plate reader, 10 min; percent FRET-ratio fall versus neutral wells; inhibition, % at 12.3 µM; actives 0.098% (n = 340,000);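 active = mean replicate inhibition of at least 30% and at least 1% of replicates passing that level; inconclusive = only one of the two criteria is met; inactive = neither criterion is met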;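 note: 0% = median of the neutral control wells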
aDG glyco act: increases alpha dystroglycan glycosylation; Pro5-aDG cells, alpha-DG glycosylation AlphaScreen (IIH6); 0% Pro5, 100% B10-LARGE cell signal; activation, % at 10 µM; actives 0.22% (n = 360,000);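 active = activation of at least 8% versus controls, or a plate z-score of at least 8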;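 note: Pro5 are CHO cells carrying HIG-tagged alpha-DG that lacks glycosylation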
ABCB6 inh MLPCN: human ABCB6 transporter inhibition | Q9NP58 | actives 0.19% (n = 360,000) | fluorescence ratio to DMSO, % at 10 µM | K562-ABCB6 porphyrin accumulation, flow cytometry, 1 h; hits give low values;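 active = fluorescence ratio to DMSO below 75%, the collection mean minus 3 SD; inconclusive = too few cells collected in the well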;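 note: signal is porphyrin accumulated inside mitochondria; 100% equals median channel fluorescence of DMSO control wells; lower ratio means ABCB6 inhibition with less porphyrin fluorescence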
Vif inh: HIV Vif inhibition | inhibition, % at 7.49 µM | actives 0.35% (n = 340,000) | HEK293T cells, Vif self-association by quenched fluorescence, imaging, 24 h | AID 602346; in the data active = inhibition above about 50%, passing the limit was not always enough; inconclusive = no clear call, values can overlap the other calls; inactive = below about 31%; note: some results filed as inactive read as strong as hits
PDI inh: PDI (human) enzyme inhibition. P07237. PDI insulin aggregation turbidity, A650, 90 min. inhibition, % at 10 µM. actives 0.052% (n = 350,000);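 active = mean inhibition across replicates of 30% or more, whatever share of single replicates reach that level; inconclusive = mean inhibition below 30% while every single replicate reaches 30%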;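 note: absorbance from insulin aggregation driven by PDI reduction with DTT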
Target sequence (P07237 whole entry, looked up): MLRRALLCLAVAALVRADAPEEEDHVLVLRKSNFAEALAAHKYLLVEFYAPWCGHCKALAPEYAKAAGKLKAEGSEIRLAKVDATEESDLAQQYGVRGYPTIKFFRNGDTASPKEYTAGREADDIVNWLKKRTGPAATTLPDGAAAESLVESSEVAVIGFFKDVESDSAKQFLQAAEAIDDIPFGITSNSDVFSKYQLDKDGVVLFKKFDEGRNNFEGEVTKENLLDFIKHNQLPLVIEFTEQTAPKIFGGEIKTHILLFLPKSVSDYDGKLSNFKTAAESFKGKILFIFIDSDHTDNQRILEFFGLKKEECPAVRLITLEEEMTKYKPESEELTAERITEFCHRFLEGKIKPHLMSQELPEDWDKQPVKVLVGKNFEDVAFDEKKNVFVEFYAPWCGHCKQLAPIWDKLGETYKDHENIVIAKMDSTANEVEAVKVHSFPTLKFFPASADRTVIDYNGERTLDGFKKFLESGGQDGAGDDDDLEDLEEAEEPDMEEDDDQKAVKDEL
H9c2 protect: modulators protecting cardiomyocytes from myocardial damage | actives 0.63% (n = 360,000) | AID 588492 | H9c2 cardiomyocytes, H2O2 injury protection, ATPLite, 2 h | protection from H2O2 cell death, % at 20 µM;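 active = compounds giving at least 50% protection of heart cells from peroxide-induced death in the single-dose screen, raw or plate-pattern-corrected value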;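 note: 0% = DMSO wells with peroxide and 100% = DMSO wells without peroxide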
iPSC survival up: hiPSC single-cell survival enhancement | ATPlite luminescence; 100% = ROCK inhibitor wells, 0% = DMSO | survival enhancement, % at 20 µM | actives 0.044% (n = 360,000) | AID 602274; in the data active = survival enhancement above about 18%;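 note: cells exposed to compounds for 16 hours before the ATP read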
Granule exo inh: lytic granule exocytosis inhibition; actives 0.66% (n = 360,000); TALL-104 LAMP-1 surface exposure, flow cytometry; cells stimulated with thapsigargin and PMA; inhibition, % at 10 µM;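 active = inhibition above about 55%, limit read from the data; inconclusive = no clear call, values can overlap the other calls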
An asterisk follows results filed as active; ? = inconclusive; nt = not tested or not shown; & = joins results of further samples.

SMILES	N-glyco inh	HTR2A ag	CaV13 FRET inh	aDG glyco act	ABCB6 inh MLPCN	Vif inh	PDI inh	H9c2 protect	iPSC survival up	Granule exo inh
CNC(=O)c1cc(C(=O)c2ccccc2C(F)(F)F)c[nH]1	2	-5	-3	0.1	97	2	14	-5	1.4	-4
COc1ccccc1C(c1nnnn1CCc1ccccc1)N1CCN(c2ccccc2)CC1 (centres undefined)	-9	-1	nt	0.0	88	3	6	2	-1.2	5
CNC(=S)N1N=C(c2ccc(Br)cc2)CC1c1ccc(N(C)C)cc1 (centres undefined)	-2	-4	-5	-0.6	94	3	-8	-10	1.6	4
COCCN(C(=O)/C=C/c1ccccc1)c1nnc(-c2cccnc2)s1	-7	0	-4	0.1	91	17	-4	16	-0.7	0
O=C(Cc1ccc(Br)cc1)N1CCN(c2ccccn2)CC1	0	5	-2	0.0	98	0	7	5	5.6	-2
CCCCn1nc(C(=O)NCc2ccccc2CN2CCCC2)c2ccccc2c1=O	-5	-3	-6	0.1	99	-3	-3	2	0.0	-11
CC(C)COC(=O)CCNc1n[nH]c(=O)[nH]c1=O	1	7	1	-0.2	91	-6	-2	2	0.2	-2
COc1ccc(S(=O)(=O)N(CC(C)C)CC(C)C)c2cccnc12	-2	1	-6	0.2	97	-7	-1	-4	-0.1	-2
CCC(C)C(NC(C)=O)C(=O)NC(=O)NC(c1ccccc1)c1ccccc1 (centres undefined)	-2	10	-9	-0.1	99	5	-8	3	1.2	1
CCOC(=O)c1[nH]c2c(c1C)C(=O)CC(c1ccco1)C2 (centres undefined)	6	2	-2	-0.1	104	?	nt	-15	-3.8	2
CSc1cccc(NC(=O)c2ccco2)c1	-1	-4	nt	-0.1	90	1	-4	-5	-5.4	-7
CC1CCN(C(=O)Cn2cnc3c2c(=O)n(C)c(=O)n3C)c2ccccc2S1 (centres undefined)	1	-2	-4	0.0	97	16	7	-4	-0.3	-4
NNC(=O)C1CC1c1ccc(Cl)cc1 (centres undefined)	1	3	-6	0.0	96	0	0	-6	-2.2	-11
CCC(=O)Nc1cccc(C(=O)OCC(=O)c2ccccc2Cl)c1	1	-3	-5	0.1	103	3	10	-3	-0.6	-1
CC(C)C(=O)Nc1ccc(-c2nc3ccccc3c(=O)o2)cc1	-1	9	4	0.2	95	1	-3	-13	-0.6	1
CCOC(=O)c1c2n(c3ccc(OC(C)=O)cc13)CCC2	1	8	3	-0.2	97	nt	nt	-2	-0.2	-9
O=C(NNC(=S)NC(=O)c1cccc([N+](=O)[O-])c1)c1ccc(O)cc1	0	2	-21	-0.1	95	-12	5	14	0.5	2
Cn1nc(C(F)(F)F)c(C#N)c1N1CCN(c2ccccn2)CC1	-4	0	-4	-0.2	100	-3	18	-1	0.4	0
COc1ccc(S(=O)(=O)c2nnn(-c3ccccc3Cl)c2N)cc1	-1	-3	-6	0.3	101	-3	-1	-4	-1.6	-3
Cc1noc(/C=C/N(C)C)c1S(=O)(=O)N1CCCC(C(=O)NCc2ccccc2Cl)C1 (centres undefined)	-1	-2	-9	-0.1	103	-3	-7	-2	-0.6	-1
O=C(c1ccc(N2CCOCC2)nc1)N1CCCCC1	2	-1	-8	-0.1	99	15	8	4	-1.1	-5
CCCCN(C(=O)c1c(C)noc1C)c1c(N)n(CCCC)c(=O)[nH]c1=O	-1	4	-2	0.0	99	-8	-7	3	0.1	17
O=C(NC1CCSc2ccccc21)c1ccc([N+](=O)[O-])cc1 (centres undefined)	-3	-2	-12	-0.1	103	8	-2	-3	-0.3	2
O=C(O[C@@H](C(=O)O)[C@@H](OC(=O)c1ccccc1)C(=O)O)c1ccccc1	-1	-3	nt	-0.1	99	-7	nt	1	-1.2	-2
O=C(CC1CCC1)Nc1cccc2c([N+](=O)[O-])cccc12	-2	-3	-3	-0.1	101	0	-12	4	-0.3	-3
O=C(CSc1cn[nH]n1)Nc1ccc(Cl)cc1Cl	1	4	-19	0.1	99	26	10	-2	0.2	-9
O=C(O)C1=C[C@@H](c2ccc(F)cc2)C[C@@H](OCCCCO)O1	2	2	-5	-0.2	98	9	2	9	-1.9	0
CCOC(=O)c1c(NC(=O)CN2CCN(c3cccc(Cl)c3)CC2)sc(C)c1C	1	-1	-16	-0.1	98	0	6	2	-0.4	-2
O=C(NCCCN1CCCC1=O)C1CCN(S(=O)(=O)c2ccccc2)CC1	7	-13	-5	0.2	96	-3	-24	8	0.7	1
O=C(Cc1c[nH]c2ccccc12)N1CCN(c2ccccc2)CC1	0	-6	-5	0.4	97	-8	-1	3	-0.3	-2
O=C(Cc1ccc([N+](=O)[O-])cc1)Oc1ccccc1	3	-1	-6	-0.2	103	-6	3	4	0.8	5
COC(=O)c1ccc(Cl)c(NC(=O)CN(c2ccc3c(c2)OCO3)S(C)(=O)=O)c1	4	0	-7	-0.3	95	nt	0	8	8.2	-4
CCNC(=O)C1(C)CCN(C(=O)c2ccccc2C(F)(F)F)C1 (centres undefined)	2	0	-4	-0.1	106	-8	-9	13	4.7	2
CC1(C(=O)Nc2ccc3c(c2)OCCO3)CN(S(C)(=O)=O)CC(=O)N1CCc1c[nH]c2ccccc12 (centres undefined)	nt	8	-6	-0.3	nt	nt	nt	nt	nt	0
O=C(NCc1ccccc1)c1onc(CSc2ccccc2)c1C(=O)NCC1CC1	-7	-8	-9	0.3	103	-13	8	-13	-2.7	1
Clc1cccc(N=C2NN=C(c3ccc4c(c3)OCCO4)CS2)c1	-12	2	nt	0.9	104	nt	-6	-4	0.5	5
Cc1ccc(C)c(NC(=O)CSc2nnc(CNC(=O)c3ccco3)o2)c1	0	-1	-3	-0.1	98	-1	-3	2	1.6	-8
Cc1ccc(-n2ncc3c(SCC(=O)NNC(=O)C(C)C)ncnc32)cc1	1	0	-17	0.1	91	7	-2	-9	-0.5	?
COc1ccc(NC(=O)CSc2ccc3ccccc3c2)cc1S(=O)(=O)N1CCCCC1	-4	-6	-5	0.5	94	-24	17	-8	0.1	1
Cc1ccc(O)c(-c2cc(C(F)(F)C(F)F)nc(-c3ccccc3)n2)c1	2	9	-3	0.0	102	7	14	-20	3.0	0
O=C1CCC[C@@H]2[C@@H](Cc3ccccc3)[C@H](N3CCN(c4ccccc4)CC3)C[C@@H]3CCN1[C@@H]32	-9	-6	-2	-0.3	101	-6	-1	-2	10	6
Cc1cc(C)n2nc(SCC(=O)Nc3ccccc3)nc2n1	1	-6	-2	0.5	98	-1	0	9	-0.2	-2
O=C(c1ccccc1NS(=O)(=O)c1ccc(F)cc1)N1CCCC1	0	-2	-9	-0.2	104	2	-2	2	0.6	-3
COc1cc(NC(=O)NC2Cc3ccccc3C2)cc(OC)c1	3	-2	-4	0.1	99	nt	5	-3	-0.2	-5
Cc1nc2c(o1)CCc1ccccc1C2N1CCN(C)CC1 (centres undefined)	1&1&2	-7&-6&-5	-17&-10&-4	-0.2&-0.1&0.4	95&106&98	-4&0&5	-4&14&9	-2&4&-1	-1.9&1.1&-3.0	-8&-1&1
CC(C)CCN1CC(O)=C(c2nc3ccccc3[nH]2)C1=N	1	-3	-3	0.2	103	-2	4	6	1.4	-3
O=C(COc1ccccc1)Nc1ccc2c(c1)Cc1cc(NC(=O)COc3ccccc3)ccc1-2	3	8	-8	0.5	94	6	-10	8	0.2	0
ON1C(c2ccccc2C(F)(F)F)N(O)[C@H]2CCCC[C@H]21 (some centres undefined)	nt	4	-6	-0.1	96	nt	0	6	-1.7	0
Nc1c(C(=O)NCCc2ccccc2)nnn1Cc1ccccc1	1	5	-6	0.2	96	0	0	-2	12	2
Cc1onc(-c2ccccc2Cl)c1C(=O)Nc1ccccc1C(N)=O	-1	0	nt	0.3	98	2	-10	-1	-0.1	0

(more compounds)
SMILES	N-glyco inh	HTR2A ag	CaV13 FRET inh	aDG glyco act	ABCB6 inh MLPCN	Vif inh	PDI inh	H9c2 protect	iPSC survival up	Granule exo inh
C/C(=N\NC(=O)c1ccc(C)cc1)c1c(C)[nH]n(-c2ccccc2)c1=O	-4	-1	-3	0.1	100	-6	-3	31	-0.1	-1
CCSc1nc2ccccc2n1CC(=O)N1CCCCC1	-1	1	-5	0.1	144	-2	7	12	-1.3	0
CC(C)[C@H](NC(=O)c1ccccc1)C(=O)OCC(=O)c1ccccc1F	-1	4	-7	0.0	92	-2	4	-5	-0.4	-3
CCC(=O)N1CCc2cc(S(=O)(=O)NCCC(=O)NCc3ccc(F)cc3)ccc21	1	5	-3	-0.1	104	-5	-3	-4	0.0	-2
COc1ccc2nc(COC(=O)c3cccc([N+](=O)[O-])c3)c(C(C)=O)[n+]([O-])c2c1	1	5	-19	0.1	102	7	9	1	0.8	7
Cc1occc1C(=O)N=Nc1c(O)n(C)c2ccccc12	-5	4	-19	-0.1	78	0	-5	-12	-1.9	0
CCc1nc(C)c(C(=O)N2CCCC(C(=O)Nc3cccc(-c4cccc(C)c4)c3)C2)o1 (centres undefined)	-1	-4	-8	0.3	98	-23	6	3	0.2	1
CCCNC(=O)CN1CCC(c2nc3ccccc3[nH]2)CC1	2	5	-2	-0.1	102	-2	-5	8	0.5	-1
O=c1cc(CSc2nnc(Nc3ccccc3F)s2)nc2sccn12	-5	-1	-6	-0.3	83	-2	9	40	-1.7	-1
CCn1c(=O)cc(SCC(=O)N2CCN(C(=O)c3ccco3)CC2)c2ccccc21	17	-1	-8	-0.2	104	nt	8	8	0.7	-2

Some of the entries so far, bar-delimited.
mol | N-glyco inh | HTR2A ag | CaV13 FRET inh | aDG glyco act | ABCB6 inh MLPCN | Vif inh | PDI inh | H9c2 protect | iPSC survival up | Granule exo inh
Nc1c(C(=O)NCCc2ccccc2)nnn1Cc1ccccc1 | 1 | 5 | -6 | 0.2 | 96 | 0 | 0 | -2 | 12 | 2
Cc1onc(-c2ccccc2Cl)c1C(=O)Nc1ccccc1C(N)=O | -1 | 0 | nt | 0.3 | 98 | 2 | -10 | -1 | -0.1 | 0
C/C(=N\NC(=O)c1ccc(C)cc1)c1c(C)[nH]n(-c2ccccc2)c1=O | -4 | -1 | -3 | 0.1 | 100 | -6 | -3 | 31 | -0.1 | -1

Next section.
SMILES	N-glyco inh	HTR2A ag	CaV13 FRET inh	aDG glyco act	ABCB6 inh MLPCN	Vif inh	PDI inh	H9c2 protect	iPSC survival up	Granule exo inh
CCCN(C(=O)c1ccc(N(C)S(=O)(=O)c2ccc(C)cc2)cc1)C1CCS(=O)(=O)C1 (centres undefined)	0	6	-5	-0.3	99	6	-2	-2	0.1	0
CC1Cc2ccccc2N1CC(=O)NC(=O)NC1CCCCC1 (centres undefined)	-2	1	2	-0.3	99	3	2	-9	-0.4	0
CC(C)[C@@H]1COC(c2cccc(C3=N[C@H](C(C)C)CO3)n2)=N1	-1	-1	-4	0.5	101	-2	1	1	-5.2	-2
O=C(c1cccc(-c2nnc(-c3ccccc3)o2)c1)N1CCCCC1	-4	0	nt	0.4	101	-4	-1	0	6.4	-4
O=C(Nc1ccccc1C(=O)O)c1cncc(Br)c1	0	0	-5	0.0	102	-12	-8	-6	1.8	11
COc1ccc(C(CC(=O)N2CCCC2)C(C)C)cc1 (centres undefined)	0	8	-1	0.0	92	-1	0	-2	0.6	-2
N#CC1CN(C(c2ccccc2)c2ccccc2)C1	1	-2	-3	-0.4	101	-2	-6	3	2.2	4
CC(=O)c1ccc(NC(=O)CSc2nnc(NC(=O)C3CC3)s2)cc1	4	3	-4	-0.2	101	8	-27	0	-0.4	-3
